Rab7 wt GTP bind = modulators of GTP binding to Rab7, primary screen, biochemical, wildtype, multiplex bead flow cytometry; Rab7 GTPase wild type (dog), Bodipy-FL-GTP binding; GST-Rab7 beads, fluorescent GTP binding; actives lie on both sides; untreated = 100%, excess cold GTP = 0%; GTP binding activity (percent of control), % at 10 µM; 0.055% of 190,000 active;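 active = fluorescent GTP binding to Rab7 beads changed by at least 20 points from the 100% baseline, either direction, mostly lower; inconclusive = compound itself probably fluorescent, or too few beads counted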;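 also: median green fluorescence of bound Bodipy-FL-GTP per Rab7 bead population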
Rac1 wt modul = wildtype Rac1 GTP binding modulators, primary screen, biochemical, GST-Rac1 beads, flow cytometry, multiplex; fluorescent GTP binding; actives lie on both sides; 0 = cold GTP competed, 100 = untreated; GTP binding activity (% of control), % at 10 µM; 0.27% of 190,000 active; AID 757, 2007;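 active = GTP binding activity at least 20 points away from the 100% control level, either lower or higher; inconclusive = compound flagged as likely green fluorescent, judged across all proteins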
Bcl-W Bim block = inhibitors of Bim binding to Bcl-W, primary screen, biochemical, multiplexed, bead-based flow cytometry | Bcl-2-like protein 2 (Homo sapiens), Q92843 | inhibition, % at 10 µM | Bim peptide-Bcl-W binding | 0.02% of 190,000 active;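 also: 0% = bound tracer without compound and 100% = peptide blocker; higher means less fluorescent Bim peptide bound to Bcl-W beads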
Target sequence (Q92843 whole entry, looked up): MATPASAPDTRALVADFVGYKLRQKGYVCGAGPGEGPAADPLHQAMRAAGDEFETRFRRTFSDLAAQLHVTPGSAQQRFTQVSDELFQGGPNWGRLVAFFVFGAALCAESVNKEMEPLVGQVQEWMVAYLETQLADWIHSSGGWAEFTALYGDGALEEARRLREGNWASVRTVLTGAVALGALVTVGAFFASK
Bcl-XL Bim block = inhibitors of Bim-Bcl-XL binding, primary screen, biochemical, multiplexed, bead flow cytometry, human Bcl-XL | Bcl-2-like protein 1 (Homo sapiens), Q07817 | Bim peptide-Bcl-XL binding, fluorescence | inhibition, % at 10 µM | 0.04% of 190,000 active
Target sequence (Q07817 whole entry, looked up): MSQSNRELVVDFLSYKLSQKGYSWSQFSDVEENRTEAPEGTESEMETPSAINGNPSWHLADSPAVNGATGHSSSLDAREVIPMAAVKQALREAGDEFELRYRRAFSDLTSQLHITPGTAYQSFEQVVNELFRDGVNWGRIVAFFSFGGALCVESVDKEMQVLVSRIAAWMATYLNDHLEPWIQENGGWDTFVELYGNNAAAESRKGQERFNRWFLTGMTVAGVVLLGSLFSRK
HRas wt GTP bind = modulators of GTP binding to HRas wildtype, primary screen, biochemical, bead-based flow cytometry, multiplex | GST-Ras wt beads, Bodipy-FL-GTP binding; actives lie on both sides | GTP binding activity, % at 10 µM | AID 759, 2007 | GTPase HRas (Homo sapiens), P01112 | 0.14% of 190,000 active;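 active = GTP binding activity at least 20% away from the 100% baseline, either lowered as inhibitor or raised as activator; inconclusive = flagged as likely green fluorescent, judged across all proteins in the well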;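 also: 0% = unlabeled GTP competition control and 100% = no-compound control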
Target sequence (P01112 whole entry, looked up): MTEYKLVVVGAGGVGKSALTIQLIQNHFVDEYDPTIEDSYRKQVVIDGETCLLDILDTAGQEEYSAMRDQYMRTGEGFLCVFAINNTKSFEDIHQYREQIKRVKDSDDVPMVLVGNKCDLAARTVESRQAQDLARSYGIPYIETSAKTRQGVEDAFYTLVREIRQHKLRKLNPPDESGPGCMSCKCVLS
Rac1 mut GTP = GTP binding modulators of activated mutant Rac1, primary screen, biochemical, bead-based flow cytometry, multiplex, fluorescent GTP; GST-Rac1 activated beads; actives lie on both sides; 100% means binding = to untreated wells; 0.11% of 190,000 active; Ras-related C3 botulinum toxin substrate 1 (Homo sapiens), P63000; percent activity (GTP binding), % at 10 µM;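 active = GTP binding at least 20 percentage points away from the 100% baseline, in either direction, so actives lie on both sides; inconclusive = Compound likely fluorescent itself, or too few beads counted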
Bim-Bcl-B = inhibitors of Bim-Bcl-B binding, primary screen, biochemical, multiplexed, human Bcl-2 family; Bcl-2-like protein 10 (Homo sapiens), Q9HD36; inhibition, % at 10 µM; 0.073% of 190,000 active; bead-based flow cytometry, Bim peptide-Bcl-B binding; AID 951, 2007;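 also: 0% = tracer peptide without compound and 100% = reference inhibitor peptide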
Target sequence (Q9HD36 whole entry, looked up): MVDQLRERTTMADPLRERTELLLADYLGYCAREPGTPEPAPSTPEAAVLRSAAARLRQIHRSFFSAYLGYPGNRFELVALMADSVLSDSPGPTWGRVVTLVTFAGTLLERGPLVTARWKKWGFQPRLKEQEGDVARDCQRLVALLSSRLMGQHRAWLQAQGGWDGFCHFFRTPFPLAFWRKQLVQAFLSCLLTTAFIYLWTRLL
Rab2 wt GTP = modulators of GTP binding to Rab2A wildtype, primary screen, biochemical, dog, bead-based flow cytometry, multiplex. Ras-related protein Rab-2A (Canis lupus familiaris), P61105. GST-Rab2 wt beads, Bodipy-GTP binding. GTP binding activity, % at 10 µM. 0.19% of 190,000 active. AID 760, 2007;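 active = GTP binding activity at least 20 points away from 100%, either lowered or raised; inconclusive = signal likely due to the compound's own green fluorescence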;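 also: 0% = beads with excess unlabeled GTP and 100% = no-compound control corrected for plate trend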
Bfl-1 Bim block = inhibitors of Bim binding to Bfl-1, primary screen, biochemical, multiplexed, bead-based flow cytometry; Bim-Bfl-1 binding inhibition; Bcl-2-related protein A1 (Homo sapiens), Q16548; 0.12% of 190,000 active; inhibition, % at 10 µM;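 also: 0% = wells without compound plus tracer and 100% = blocker peptide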
Cdc42 wt GTP = modulators of GTP binding to wildtype Cdc42, primary screen, biochemical, multiplex bead flow cytometry, Bodipy-GTP. percent activity (GTP binding), % at 10 µM. GST-Cdc42 beads; actives lie on both sides. AID 761, 2007. Cell division control protein 42 homolog (Homo sapiens), P60953. 0.2% of 190,000 active;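 active = percent activity GTP binding at least 20 points away from the 100% baseline, either down as inhibitor or up as activator; inconclusive = compound flagged as likely green fluorescent from well-wide comparison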;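 also: median bead fluorescence of bound Bodipy-FL-GTP at 100 nM; 0% = excess unlabeled GTP control and 100% = no compound control; below 100% means less GTP binding so inhibitor and above means activator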
Target sequence (P60953 whole entry, looked up): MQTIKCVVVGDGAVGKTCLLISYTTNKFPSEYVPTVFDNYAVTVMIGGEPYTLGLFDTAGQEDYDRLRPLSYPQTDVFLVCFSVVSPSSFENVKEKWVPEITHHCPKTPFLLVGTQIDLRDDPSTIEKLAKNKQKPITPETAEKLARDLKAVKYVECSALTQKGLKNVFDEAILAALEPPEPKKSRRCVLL
Bim-Bcl-2 = inhibitors of Bim-Bcl-2 binding, primary screen, biochemical, multiplexed, human Bcl-2 family; Bead-based flow cytometry, Bim peptide-Bcl-2 binding; 0.06% of 190,000 active; inhibition, % at 10 µM; Apoptosis regulator Bcl-2 (Homo sapiens), P10415; in the data active = inhibition above about 40%; inconclusive = no clear call, values can overlap the other calls;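 also: 0% = no compound wells with probe peptide and 100% = reference peptide inhibitor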
The depositor's hits bear a star; ? = inconclusive; . = not tested or not shown. Rule as the data show it, unless noted: active = inhibition above about 40%.

SMILES	Rab7 wt GTP bind	Rac1 wt modul	Bcl-W Bim block	Bcl-XL Bim block	HRas wt GTP bind	Rac1 mut GTP	Bim-Bcl-B	Rab2 wt GTP	Bfl-1 Bim block	Cdc42 wt GTP	Bim-Bcl-2
O=C(CCc1ccccc1)NNC(=S)NC(=O)c1ccccc1	97	96	-1	-6	99	95	-10	96	3	95	0
CCn1c(C)[n+](CC)c2ccc(S(=O)(=O)N(C)C)cc21	105	98	0	-3	98	96	-1	95	-5	94	-2
CCOC(=O)c1c(/N=C/N(C)C)sc(/C=N/Nc2ccccc2)c1-c1ccc(Cl)cc1	100	108	0	-3	104	111	-3	107	0	103	4
COc1cc2c(cc1NC(=O)Nc1ccc(F)cc1)oc1ccccc12	101	105	-4	-6	100	99	-3	98	-1	102	-3
CCOC(=O)CSc1nc(-c2ccccc2)cc(C(F)(F)F)n1	103	107	0	-4	101	98	-4	98	0	99	1
CC(c1ccon1)N(C)C(=O)CCc1nnc(CCCCc2ccccc2)o1 (stereo not given)	101	94	-9	-3	97	94	0	98	0	95	-4
COC(=O)c1ccc(CN2CCN(Cc3ccc(C(=O)OC)o3)CC2)o1	102	107	0	-2	102	99	0	102	0	99	-1
CCCC(=O)Nc1nc2n(n1)C(c1ccccc1)CC(=O)N2 (stereo not given)	95	96	2	0	97	96	2	96	0	97	2
N#CCCN1CCN(S(=O)(=O)c2cc(Cl)ccc2Cl)CC1	?	?	-3	0	?	?	-2	?	0	?	-1
CC1c2ccccc2SC(CCCN(C)C)c2ccccc21 (stereo not given)	103	106	-3	-6	105	104	-4	104	0	105	-4
Cn1c(N)c(C(=O)COC(=O)c2cc(C(F)(F)F)nc3ccccc23)c(=O)n(Cc2ccccc2)c1=O	94	101	-2	-4	97	97	-8	100	-1	99	-1
Cc1cccc(-c2nsc(SCC(=O)NCc3ccc4c(c3)OCO4)n2)c1	94	99	-7	-7	96	95	-6	97	-3	94	-3
COc1cc([N+](=O)[O-])ccc1NC(=S)NC(=O)CC(C)(C)C	94	93	1	0	92	89	-1	94	-1	93	0
CN(C)S(=O)(=O)c1cccc(NC(=O)COC(=O)c2cc(=O)[nH]c(=O)[nH]2)c1	110	97	0	2	98	94	1	99	-2	100	0
O=C(CN1CCOCC1)Nc1ccc(Oc2ccccc2)cc1	103	98	-1	0	100	99	1	100	-1	99	-2
O=C(Cc1sc(Nc2ccccc2)nc1-c1ccccc1)NCc1ccccn1	96	98	-1	-2	94	97	-6	94	2	96	2
CCN(C1CCCCC1)S(=O)(=O)c1ccc(C(=O)O)cc1	96	98	.	.	97	97	.	98	.	100	?
CCOC(=O)CSc1nnc(-c2cccc(Cl)c2)n1CC	94	98	8	5	95	100	6	96	8	97	6
O=C(Cc1ccccc1)Nc1ccc2oc(=O)ccc2c1	95	97	-3	-6	95	93	-6	95	-9	96	-10
COc1ccc(/C=N/NC(=S)Nc2ccccc2)cc1COc1ccccc1F	102	106	0	-3	104	101	-11	100	3	101	0

The last two compounds of the section above open the next one:
SMILES	Rab7 wt GTP bind	Rac1 wt modul	Bcl-W Bim block	Bcl-XL Bim block	HRas wt GTP bind	Rac1 mut GTP	Bim-Bcl-B	Rab2 wt GTP	Bfl-1 Bim block	Cdc42 wt GTP	Bim-Bcl-2
O=C(Cc1ccccc1)Nc1ccc2oc(=O)ccc2c1	95	97	-3	-6	95	93	-6	95	-9	96	-10
COc1ccc(/C=N/NC(=S)Nc2ccccc2)cc1COc1ccccc1F	102	106	0	-3	104	101	-11	100	3	101	0
CS(=O)(=O)c1ccc2nnn(OCC(=O)Nc3ccc(Br)cc3Br)c2c1	98	101	0	3	100	97	-5	96	-8	96	0
COc1ccc(/C=N/NC(=O)c2ccccc2F)cc1CN1CCN(c2ccc(F)cc2)CC1	104	103	0	-1	101	101	-4	99	0	101	0
CCOC(=O)C(NC(=O)CC)(Nc1ccccc1OC)C(F)(F)F (stereo not given)	99	102	0	-1	102	101	-3	101	-2	105	1
Cc1ccc(-c2nnc(C)c(N3CCCC3)n2)cc1	94	100	-1	-5	96	97	-5	95	-8	95	-5
Cc1ccc(-c2csc(-c3ccncc3)n2)cc1	96	99	2	-3	97	96	-4	96	-9	98	-2
Cc1ccc(-n2c(-c3ccc(Br)cc3)c[n+]3c2CCc2ccc4cccnc4c2-3)cc1	96	99	-4	-3	100	100	7	102	7	99	13
O=C(CSc1nc(-c2ccco2)cc(C(F)(F)F)n1)NCCN1CCOCC1	105	105	0	2	99	98	-2	98	-2	97	0
CCc1nnc(NC(=O)CCC(=O)N2CCN(CCc3ccccc3)CC2)s1	101	105	-4	-5	102	99	-6	100	-1	97	-4
Cc1ccc(NC2=CC(=O)CC(c3ccco3)C2)c(N)c1 (stereo not given)	98	100	0	-3	98	95	-6	98	-5	98	-8
N#CCCNC(=O)CCN1CCOCC1	100	108	4	0	103	102	-3	100	-9	104	2
Cc1cccc(NC(=S)N(CCN2CCOCC2)Cc2ccccc2F)c1	105	97	0	-1	99	93	-4	96	-6	94	-1
COC(=O)c1ccc(CSc2nnc(N)s2)cc1	100	103	-4	-6	99	98	-7	100	-3	98	0
O=[N+]([O-])c1ccc(/C([O-])=C(/C(=S)NCc2ccco2)[n+]2ccccc2)cc1	97	94	4	-1	93	91	0	89	9	91	2
O=C(Oc1ccc(/C=N/O)cc1)c1ccccc1Cl	102	96	-1	-1	94	93	-1	96	-7	93	-1
COCc1[nH]nc2c1C(c1ccc(F)cc1F)C(C#N)=C(N)O2 (stereo not given)	102	99	-6	-6	99	99	-6	99	-2	98	-2
COc1cc(-c2cc3nc(C)c(C)c(=O)n3[nH]2)cc(OC)c1OC	96	98	4	6	96	99	6	93	0	95	4
Cc1ccc(Nc2nc3nonc3[nH]c2=O)cc1C	97	104	-3	-6	100	99	-6	99	-18	103	-12
CN(c1ccc(OCC(=O)N2CCN(c3ccc(F)cc3)CC2)cc1)S(=O)(=O)c1cccs1	107	99	-1	-2	100	97	-9	102	-3	98	0
CCOc1ccc(-c2nnn(CC(=O)c3cc(OC)ccc3OC)n2)cc1	96	100	-1	0	101	100	2	103	-1	101	-2
CCc1nc(C)c(C#N)c2cc(OC)c(OC)cc12	98	104	1	-6	100	97	-10	99	-13	104	-11
CCOC(=O)c1cccc(NC(=O)CSc2nnc(C)n2Cc2ccccc2)c1	103	102	-6	-9	100	99	-3	100	1	102	4
Cc1cnc(C(=O)Nc2cc(F)ccc2C)cn1	102	101	-3	-3	100	95	0	98	-5	96	-1
CCCCCCOc1ccc(N2C(=O)CC(S/C(N)=N/N=C(\C)c3cccs3)C2=O)cc1 (stereo not given)	104	103	24	25	100	97	22	100	27	99	21
CC(C)(C)NC(=O)NC(=O)COC(=O)CNS(=O)(=O)/C=C/c1ccccc1	98	101	0	-1	98	98	1	100	0	102	-2
Cc1ccc(-c2nc3c(c(=O)[nH]c(=O)n3CC(C)C)n2CC(C)C)cc1[N+](=O)[O-]	96	96	0	3	94	95	-1	97	3	98	1
COc1ccc(-c2csc(/C(C#N)=C\c3ccc(OC)c([N+](=O)[O-])c3)n2)cc1	97	102	-3	-6	98	100	-8	98	-1	100	-4
CC(C)N(C)CCOC(=O)c1ccc2c(c1)OCCO2	99	106	-3	-3	106	99	-5	102	-1	103	-15
O=C1CCCc2c1cc(C(=O)O)c(=O)n2-c1ccccc1	93	94	2	-2	93	92	-5	96	-6	96	-4
CC(SC(=S)N1CCCC1)C(=O)O (stereo not given)	99	99	-2	-3	98	99	-7	100	-4	102	-4
Cn1c(CSc2nc3ccccc3s2)nnc1SCC(=O)NCc1ccccn1	95	107	-2	0	102	101	-1	99	0	105	4
COc1ccc(C(=O)c2ccc(OC)c(N)c2)cc1N	98	97	1	-1	101	97	0	100	4	101	-2
CC(=C/c1ccccc1)/C=N/Nc1nc(N2CCCCC2)nc(N2CCCCC2)n1	97	98	-1	-1	97	96	-3	95	-1	95	-2
COc1ccc(C(=O)Nc2cc(OC)nc(OC)n2)cc1	100	104	-3	-10	102	99	-4	100	-7	102	-10
CN(C)c1nc(N)nc(/C(C#N)=C/C2CC3C=CC2C3)n1 (stereo not given)	99	100	0	-2	97	97	-4	97	-4	100	-2
Clc1ccc(-c2cn3cccnc3n2)cc1Cl	102	103	-1	-1	99	97	1	102	0	102	2
Cc1cc(NC(=O)c2cccc(N3C(=O)CCC3=O)c2)no1	99	102	-4	-1	101	99	0	99	-2	102	-4
CN(C)CCCNC1=CC(=O)OC12CCCCC2	96	103	0	-1	98	101	3	100	0	101	1
CC(=O)Nc1ccc(/C(C)=N\NC(=O)c2ccc(-c3ccccc3)cc2)cc1	101	100	-1	-1	96	95	-5	99	-7	95	0
CC(C)(C)NC(=O)CSc1nc(-c2ccc(F)cc2)cs1	96	100	-1	1	96	97	-1	96	-3	96	-2
CC(C)c1ccc(OCC(=O)N(c2ccccn2)C2CCCCC2)cc1	100	100	-1	-1	99	100	-3	98	-2	97	1
COC(=O)CN=Cc1c(O)n(-c2ccc(Cl)cn2)c(=O)c2ccccc12	105	97	0	0	98	98	-1	99	-2	93	-2
CCOC(=O)N1CCN(c2cc(C)nc3nc(C)nn23)CC1	103	102	0	1	97	97	6	97	1	101	3
Cc1nn(-c2nc3ccccc3[nH]2)c(N)c1-c1ccc(Cl)cc1	96	91	-4	0	94	92	-5	94	-3	95	-3
COc1cc(CNc2nc(C)c([N+](=O)[O-])c(C)c2C#N)cc(OC)c1	98	97	3	-3	98	95	-6	98	-9	100	-9
Cc1cc(C(F)F)n2nc(C(=O)Nc3ccccc3F)nc2n1	98	96	-1	0	100	95	-12	98	-17	96	-9
Cc1ccc2[nH]cc(C(=O)CN3CCC4(CC3)OCCO4)c2c1	102	100	-6	-5	97	98	-7	96	-8	97	-7
O=C1C2C3C=CC(C2C(=O)N1c1cccc(O)c1)C1C2C(=O)N(c4cccc(O)c4)C(=O)C2C31 (stereo not given)	96	102	0	-2	99	96	-27	101	-4	100	-1
